mcGAS lum = blocks mouse cGAS activity; hit rate 0.15% among 160,000; recombinant cGAS, Kinase-Glo ATP depletion luminescence; inhibition, % at 12.5 µM; AID 1259399;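 note: 0% = negative control wells and 100% = reference inhibitor with no enzyme activity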
hcGAS inh = human cGAS inhibition; recombinant h-cGAS, ATP depletion, Kinase-Glo luminescence; inhibition, % at 12.5 µM; hit rate 0.081% among 290,000; AID 1259398;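 note: 0% = vehicle reaction and 100% = reaction without DNA for no activity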
Target sequence (Q8N884 whole entry, looked up): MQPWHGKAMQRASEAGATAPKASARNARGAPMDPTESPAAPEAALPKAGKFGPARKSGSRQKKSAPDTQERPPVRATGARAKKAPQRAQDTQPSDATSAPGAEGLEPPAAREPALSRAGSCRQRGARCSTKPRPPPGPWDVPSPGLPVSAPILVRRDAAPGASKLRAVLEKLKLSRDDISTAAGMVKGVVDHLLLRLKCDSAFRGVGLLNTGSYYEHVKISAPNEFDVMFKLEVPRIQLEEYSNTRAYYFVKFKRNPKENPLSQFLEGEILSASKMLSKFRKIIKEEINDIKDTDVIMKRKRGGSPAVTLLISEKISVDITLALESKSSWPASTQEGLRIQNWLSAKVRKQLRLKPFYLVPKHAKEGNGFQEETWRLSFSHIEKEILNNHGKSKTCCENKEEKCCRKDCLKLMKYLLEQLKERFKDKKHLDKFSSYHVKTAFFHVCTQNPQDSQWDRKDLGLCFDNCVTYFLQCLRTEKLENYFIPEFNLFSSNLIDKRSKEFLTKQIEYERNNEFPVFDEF
NPYLR7 ag = activates Aedes aegypti NPYLR7 receptor; hit rate 0.15% among 270,000; AID 1259423; activation, % at 10 µM; HEK293T NPYLR7/Galpha15, GCaMP6s calcium fluorescence; in the data active = activation above about 40%;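 note: 0% = vehicle and 100% = reference agonist at the receptor; some compounds past the cut are filed as inactive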
Starred values were filed as active, the others as inactive; nt = no result given; & = joins results of further samples. Cut-off read from the data, not from the text of the source, unless noted: active = inhibition above about 40%; inactive = the rest.

No.	structure	mcGAS lum	NPYLR7 ag	hcGAS inh
1	CC(C)N1CCC(N2CCN(C/C=C/c3ccc(F)cc3)CC2CCO)CC1 (stereo unspecified)	-3	-1	-2
2	CC1=C(C)C(=O)C(CCCCC#CCCCC#CCO)=C(C)C1=O	-2	7	-4
3	CN(C)c1cc(C(=O)NCC(=O)Nc2ccc(Br)cc2)ccn1	nt	9	-1
4	Cc1cccc(NC(=O)CN2C(=O)NC(C)(c3cc(F)ccc3F)C2=O)c1 (stereo unspecified)	-6	7	-10
5	COc1nc(N(c2ccccc2)c2ccccc2)nc(-n2ccnc2)n1	nt	6	2
6	CCCN1C(=O)C2(CCCCC2)NC1c1cnc(N2CCCC2)nc1 (stereo unspecified)	nt	7	10
7	CCN(CC)C(=O)c1cnc2c(-c3cccc(Cl)c3)cnn2c1C	-6	8	-12
8	CCN(CC)c1ccc(CN(CCOC)C(=O)NC(C)C)c(OS(=O)(=O)c2ccc(OC)cc2)c1	-6	31	-3
9	CCc1nc2ccc(C(=O)Nc3cc(-c4ccccc4)ccc3OC)cn2c1N(CC)CCN(C)C	-2	-8	-6
10	Fc1ccc(CN2CCCn3cccc3C2c2ccoc2)c(F)c1 (stereo unspecified)	3	1	-1
11	CC(=O)c1cccc(NC(=O)Cn2nc3c(cc2=O)CCCC3)c1	-8	-8	-7
12	COc1cccc(OC)c1-c1ccc(-c2csc(N)n2)cc1	-9	26	-3
13	CNC(=O)c1nnc2n1CCN(C(=O)c1ccc(C)cc1C)C2	nt	6	-6
14	C[C@@]1(O)CCN(C(=O)CCN)C[C@@H]1Cc1ccccc1	nt	3	-6
15	S=c1nc[nH]c2c1oc1ccccc12	-2	22	-2
16	CCOCCN1CCC=C(C2c3nc[nH]c3CCN2C(C)=O)C1 (stereo unspecified)	nt	1	-3
17	NC(=O)[C@H](Cc1ccccc1)NC(=O)c1c2c(nc3cc(Br)ccc13)CCCC2	nt	-1	-3
18	CCc1c(C)nc(-c2ccc(OC)cc2)nc1N1CCNCC1	nt	-3	-6
19	CCNC(=S)N1CCc2cc(OC)c(OC)cc2C1CNC(=O)c1ccccc1Cl (stereo unspecified)	-5	18	-9
20	COc1ccc(CNc2c(C#N)cnc3cc(OC)ccc23)cc1	-3	-4	-8
21	CCC(C)C(=O)NNC(=O)C1(c2cccc(C(F)(F)F)c2)CCOCC1 (stereo unspecified)	nt	3	-3
22	CCOc1ccc(NC(=O)Cn2cccc(-c3nc(-c4ccccc4)no3)c2=O)cc1	-9	nt	-7
23	COc1ccc(S(=O)(=O)Oc2ccccc2CN(C(=O)C(C)C)C2CC2)cc1	-4	13	-2
24	C=CCn1c(SC(C)C(=O)NC(N)=O)nnc1-c1cc2c(s1)CCC(CC)C2 (stereo unspecified)	-7	-5	-3
25	COCCNC(=O)c1cc(NC(=O)Nc2ccc(Cl)cc2Cl)ccc1N1CCC(C)CC1	-4	19	-1
26	CCC1=NN(C(=O)COc2ccc(C)c(Cl)c2)C(O)(C(F)(F)F)C1 (stereo unspecified)	-6	-2	-17
27	CCc1oc(C(=O)N2CC[C@H]3CC[C@@H](C2)N3)cc1CN(CC)CC	-17	nt	-2
28	CCC(C)N(CC(=O)N(Cc1ccccc1)Cc1ccc(C)s1)C(=O)Nc1ccc(C(F)(F)F)cc1 (stereo unspecified)	-6	-11	-19
29	Cc1nc(C(C)C)ncc1C(=O)N1CCn2nc(C(=O)NC3CC3)cc2C1	nt	11	-1
30	COc1ccc(C(=O)NCCn2cc(SCC(=O)NCc3ccccc3)c3ccccc32)cc1	nt	-4	-9
31	COC(=O)c1ccc(C2c3c(oc4cc(C)c(C)cc4c3=O)C(=O)N2c2cc(C)on2)cc1 (stereo unspecified)	nt	5	-6
32	Cc1ccsc1CNC(=O)CN(C)CC(=O)N1CCOCC1	nt	6	-8
33	O=C(N/N=C\c1cccs1)c1cc(-c2cccc3ccccc23)n[nH]1	-9	18	-12
34	COC(=O)C1=C(C)N=c2s/c(=C/c3ccc(Cl)cc3)c(=O)n2C1c1ccc(OC(C)=O)cc1 (stereo unspecified)	-5	14	-5
35	CC(C)CCCNC(=O)C1CC(C)Nc2ccccc21 (stereo unspecified)	nt	10	-9
36	COc1ccc(Cc2nnc(C3CCN(C(=O)Nc4cccs4)CC3)s2)cc1	-6	-3	-5
37	COCC(=O)N1CCC(C(=O)Nc2ccc(Oc3ccccc3F)cc2)CC1	nt	-1	-4
38	CC(Cn1cccn1)C(=O)N1CCC(Cc2cccc(C(=O)O)c2)CC1 (stereo unspecified)	nt	3	-3
39	COc1ccc(-c2ccccc2OC(C)C(N)=O)cn1 (stereo unspecified)	nt	1	-5
40	COCc1ccc(C(=O)N(C)CCSc2ccc(C)cc2)s1	-11	-3	-3
41	O=C(Cc1ccc(O)c(Cl)c1)N1CCOC(Cc2cccc(F)c2)C1 (stereo unspecified)	-14	nt	-3
42	Cc1ccc(-c2cn3cccc(C)c3n2)cc1	nt	7	-7
43	COc1cc2c(cc1OC)C1CN(C(=O)Nc3ccc(Br)c(C)c3)CC(=O)N1CC2 (stereo unspecified)	-5	0	-1
44	Cc1nc(N2CCCC2)nc(-c2ccc(S(C)(=O)=O)cc2)c1C	nt	11	-7
45	O=P1(Nc2cccc(C(F)(F)F)c2)C=C(c2ccccc2)OC(c2ccccc2)=C1	nt	-1	-3
46	CC(OC(=O)CN1CSCC1=O)C(=O)NC(=O)NC1CCCCC1 (stereo unspecified)	nt	-4	-3
47	c1cncc(OCCCn2ccnc2-c2cccc3nonc23)c1	nt	-3	4
48	Oc1[nH]c2ccc(Br)cc2c1N=Nc1ccc(F)c(Cl)c1	-5	-12	-2
49	COc1ccc(CC(=O)N(CC2CCN(C3CCCC3)CC2)CC2CCCO2)cc1 (stereo unspecified)	-8	nt	-6
50	O=C(NCCC(c1ccccc1)c1ccccc1)c1cc(-c2ccc(F)cc2)nn1-c1cccc([N+](=O)[O-])c1	-4	-1	-11
51	O=C1C(=Cc2c(NCc3ccco3)nc3ccccn3c2=O)SC(=S)N1Cc1ccco1	-6	2	-7
52	COCCNC(=O)c1ccc(CSc2nc(C)cc(N3CCCC3)n2)cc1	-5	-4	-6
53	CCc1cc(N2CCN(c3ccc(OC)cc3)CC2)nc(SCc2ccc(C(=O)NCCc3ccccn3)cc2)n1	-5	12	-8
54	COc1ccc(-c2cc3nc(CN4CCC4(C)C)[nH]c(=O)c3s2)cc1	nt	-9	-8
55	c1nc(N2CCN(Cc3cc4n(n3)CCCNC4)CC2)c2[nH]cnc2n1	nt	17	-6
56	CCOC(=O)C1CCCN(C(=O)c2cc3n(n2)CCN(Cc2cc(OC)cc(OC)c2)C3=O)C1 (stereo unspecified)	-7	-5	-8

(continued)
No.	structure	mcGAS lum	NPYLR7 ag	hcGAS inh
57	O=C(NC1CC1)C1CCCN(C2CCN(Cc3nccs3)CC2)C1 (stereo unspecified)	nt	0	-2
58	O=[N+]([O-])c1ccc(-c2noc(-c3ccc(Br)cc3)n2)cc1	-6	-3	-3
59	CN(CCC1CCCCO1)Cc1cnc(S(C)(=O)=O)n1CC1CCCCC1 (stereo unspecified)	-11	4	-7
60	O=C(Nc1cc(-c2ccoc2)nn1-c1ccccc1)C1CCC1	-14	-2	-7
61	COc1cccc2cc(-c3csc(Nc4ccc(Oc5ccc(Cl)cc5)cc4)n3)c(=O)oc12	-6	-4	-6
62	COc1ccccc1-c1[nH]nc2nccc(-c3cccc(Oc4ccccc4)c3)c12	-6	6	-8
63	CC(C)NC(=O)c1cncc(-c2ccc(F)c(F)c2)c1	nt	6	-5
64	COc1cccc(-n2c(=O)[nH]c3c(C(N)=O)nc(-c4ccc(OC)cc4OC)nc32)c1	nt	15	-10

Shown in transposed form: entries from further up.
(61) COc1cccc2cc(-c3csc(Nc4ccc(Oc5ccc(Cl)cc5)cc4)n3)c(=O)oc12
(62) COc1ccccc1-c1[nH]nc2nccc(-c3cccc(Oc4ccccc4)c3)c12
(63) CC(C)NC(=O)c1cncc(-c2ccc(F)c(F)c2)c1

| screen / no. | 61 | 62 | 63 |
| --- | --- | --- | --- |
| mcGAS lum | -6 | -6 | nt |
| NPYLR7 ag | -4 | 6 | 6 |
| hcGAS inh | -6 | -8 | -5 |

Carrying on.
No.	structure	mcGAS lum	NPYLR7 ag	hcGAS inh
65	CN(C(=O)CSc1nnc(NC2CCCCC2)s1)C1CCS(=O)(=O)C1 (stereo unspecified)	nt	3	-4
66	Cc1nn(CCNC(=O)CN2CCOC2=O)c(C)c1Cl	nt	4	-2
67	CN1CC2(CCN(C(=O)CCc3cc(Cl)no3)C2)OC1=O (stereo unspecified)	nt	8	-3
68	CC(C)C[C@@H](CO)n1cc(-c2ccnc3ccccc23)nn1	-12	11&13	-9&-9
69	O=C(O)C1CCN(C=CC(=O)C(F)(F)F)CC1	-5	7	-5
70	CC1Cc2ccccc2N1C(=O)c1cccc(S(=O)(=O)N(C)c2cccc(Cl)c2)c1 (stereo unspecified)	-8	0	-7
71	CCc1ccc(OCCN(C)C(=O)c2ccc(C(C)=O)s2)cc1	nt	-5	-3
72	O=S(=O)(NCc1ccccc1)NCc1csc(-c2ncccn2)n1	nt	1	-3
73	COc1cc(=O)n(-c2ccccc2C)nc1C(=O)NC1CCCCC1	nt	2	-11
74	CCc1cccc(NC(=O)N2CCSC2c2ccc(C(C)(C)C)cc2)c1 (stereo unspecified)	-5	-5	-9
75	CCN1CCC(N(C)C(=O)Nc2ccc(Cl)cc2F)CC1C (stereo unspecified)	nt	-3	1
76	NS(=O)(=O)c1ccc(Cl)cn1	nt	6	-2
77	O=C(Nc1ccncc1)NC1C2CCCCC21 (stereo unspecified)	-11	3	-3
78	O=C(C1CCOCC1)N1CC[C@H]2[C@H](CCCN2C(=O)/C=C/c2cccc(F)c2)C1	-7	-3	5
79	CN(Cc1ccccc1)C1CCCN(Cc2ccc(N3CCNC3=O)cc2)C1 (stereo unspecified)	nt	5	1
80	O=C(c1cc2ccccc2[nH]1)N1CCCC(c2nnc3ccccn23)C1 (stereo unspecified)	nt	-5	-3
81	CCC1(CCC(=O)NC(c2ccccc2)c2ccc(Cl)cc2)CCC(=O)N1 (stereo unspecified)	-13	4	-8
82	Fc1ccc(-c2cncc(CN3CCC4(CC3)OCCO4)c2)c(F)c1	-3	nt	-5
83	c1ccc(-c2nc3c(ccc4ccccc43)[nH]2)nc1	nt	2	1
84	O=C(CCN(c1nc(C2CC2)nc2cc(Cl)ccc12)C1CCCCC1)N1CCOCC1	-5	nt	-1
85	Cc1ccc(C2(O)CCN(C(=O)c3csc(CN(C)C)n3)CC2)nc1	-1	0	-1

Numbers 62–85 of the list above:
No.	structure	mcGAS lum	NPYLR7 ag	hcGAS inh
62	COc1ccccc1-c1[nH]nc2nccc(-c3cccc(Oc4ccccc4)c3)c12	-6	6	-8
63	CC(C)NC(=O)c1cncc(-c2ccc(F)c(F)c2)c1	nt	6	-5
64	COc1cccc(-n2c(=O)[nH]c3c(C(N)=O)nc(-c4ccc(OC)cc4OC)nc32)c1	nt	15	-10
65	CN(C(=O)CSc1nnc(NC2CCCCC2)s1)C1CCS(=O)(=O)C1 (stereo unspecified)	nt	3	-4
66	Cc1nn(CCNC(=O)CN2CCOC2=O)c(C)c1Cl	nt	4	-2
67	CN1CC2(CCN(C(=O)CCc3cc(Cl)no3)C2)OC1=O (stereo unspecified)	nt	8	-3
68	CC(C)C[C@@H](CO)n1cc(-c2ccnc3ccccc23)nn1	-12	11&13	-9&-9
69	O=C(O)C1CCN(C=CC(=O)C(F)(F)F)CC1	-5	7	-5
70	CC1Cc2ccccc2N1C(=O)c1cccc(S(=O)(=O)N(C)c2cccc(Cl)c2)c1 (stereo unspecified)	-8	0	-7
71	CCc1ccc(OCCN(C)C(=O)c2ccc(C(C)=O)s2)cc1	nt	-5	-3
72	O=S(=O)(NCc1ccccc1)NCc1csc(-c2ncccn2)n1	nt	1	-3
73	COc1cc(=O)n(-c2ccccc2C)nc1C(=O)NC1CCCCC1	nt	2	-11
74	CCc1cccc(NC(=O)N2CCSC2c2ccc(C(C)(C)C)cc2)c1 (stereo unspecified)	-5	-5	-9
75	CCN1CCC(N(C)C(=O)Nc2ccc(Cl)cc2F)CC1C (stereo unspecified)	nt	-3	1
76	NS(=O)(=O)c1ccc(Cl)cn1	nt	6	-2
77	O=C(Nc1ccncc1)NC1C2CCCCC21 (stereo unspecified)	-11	3	-3
78	O=C(C1CCOCC1)N1CC[C@H]2[C@H](CCCN2C(=O)/C=C/c2cccc(F)c2)C1	-7	-3	5
79	CN(Cc1ccccc1)C1CCCN(Cc2ccc(N3CCNC3=O)cc2)C1 (stereo unspecified)	nt	5	1
80	O=C(c1cc2ccccc2[nH]1)N1CCCC(c2nnc3ccccn23)C1 (stereo unspecified)	nt	-5	-3
81	CCC1(CCC(=O)NC(c2ccccc2)c2ccc(Cl)cc2)CCC(=O)N1 (stereo unspecified)	-13	4	-8
82	Fc1ccc(-c2cncc(CN3CCC4(CC3)OCCO4)c2)c(F)c1	-3	nt	-5
83	c1ccc(-c2nc3c(ccc4ccccc43)[nH]2)nc1	nt	2	1
84	O=C(CCN(c1nc(C2CC2)nc2cc(Cl)ccc12)C1CCCCC1)N1CCOCC1	-5	nt	-1
85	Cc1ccc(C2(O)CCN(C(=O)c3csc(CN(C)C)n3)CC2)nc1	-1	0	-1

High-throughput results as filed in PubChem BioAssay.
